# Assay outcomes (PubChem)
# MT1-MMP act inh: inhibitors of human MT1-MMP activation; HT1080 RFP-PRO-GFP cells, GFP/RFP ratio fluorescence, overnight; percent of plate control window, DMSO zero; GFP/RFP ratio change, % at 20 µM; 0.061% of 360,000 active; AID 651647;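 active = GFP/RFP ratio change of at least 30% with cell ATP level not reduced by more than half and red fluorescence within 50% of control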; also: strong numbers were not always called active
#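 Read-out: GFP/RFP fluorescence ratio; Test system: RFP-PRO-GFP reporter HT1080 cells; Compound dosing: single-point 20 µM compound, 1% DMSO; Times: overnight compound exposure at 37 °C.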
# SKN-1 block: inhibitors of C. elegans SKN-1 | inhibition, % at 21.8 µM | 0.49% of 360,000 active | C. elegans VP596 Pgst-4::GFP/RFP ratio, acrylamide-induced, 24 h;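 active = interference check ratio from 0.5 to 1.5 plus GFP to RFP signal ratio inhibition reaching or exceeding a fixed threshold, cut at about 30% in these data, passing the limit was not always enough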; also: some compounds called inactive have numbers as strong as hits
# Rin1 Abl inh: inhibitors of human Rin1-Abl protein interaction; inhibition, % at 7.35 µM; TR-FRET Rin1/Abl binding, biochemical; 0.4% of 360,000 active; P00519+Q13671; in the data active = inhibition above about 5%, passing the limit was not always enough
# Neddylation inh: cullin neddylation inhibition; P61081+Q13564; TR-FRET cullin neddylation, biochemical; calls only at 25 µM; 0.58% of 360,000 active; AID 651699; in the data active = inhibition above about 36%
# Target sequence (P61081 whole entry, looked up): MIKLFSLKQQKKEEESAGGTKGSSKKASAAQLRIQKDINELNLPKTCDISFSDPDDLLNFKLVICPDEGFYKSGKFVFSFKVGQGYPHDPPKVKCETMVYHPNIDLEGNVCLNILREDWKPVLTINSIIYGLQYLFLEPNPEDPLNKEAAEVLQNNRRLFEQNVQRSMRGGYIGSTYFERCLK
# Target sequence (Q13564 whole entry, looked up): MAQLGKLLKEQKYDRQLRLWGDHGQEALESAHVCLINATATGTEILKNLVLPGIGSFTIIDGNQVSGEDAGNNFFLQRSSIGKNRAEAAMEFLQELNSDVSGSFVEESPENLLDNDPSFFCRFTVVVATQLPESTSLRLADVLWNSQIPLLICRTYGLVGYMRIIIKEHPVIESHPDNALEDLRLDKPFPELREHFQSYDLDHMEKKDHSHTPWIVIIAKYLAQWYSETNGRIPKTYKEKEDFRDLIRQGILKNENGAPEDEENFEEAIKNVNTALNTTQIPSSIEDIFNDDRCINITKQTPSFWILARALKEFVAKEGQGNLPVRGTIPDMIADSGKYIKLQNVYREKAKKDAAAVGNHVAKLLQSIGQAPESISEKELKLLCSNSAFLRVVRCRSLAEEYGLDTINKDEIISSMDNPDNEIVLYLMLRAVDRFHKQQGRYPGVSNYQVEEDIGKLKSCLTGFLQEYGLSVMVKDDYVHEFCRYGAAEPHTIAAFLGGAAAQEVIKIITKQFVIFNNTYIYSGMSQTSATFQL
# eLon inh: inhibitors of E. coli Lon protease | P0A9M0 | purified E. coli Lon protease, fluorescence polarization | inhibition, % at 7.94 µM | 0.42% of 360,000 active; in the data active = inhibition above about 13%, passing the limit was not always enough;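 also: 0% = enzyme with probe and DMSO and 100% = no enzyme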
# CendR NRP1 mod: NRP-1/CendR interaction modulation; FAM-RPARPAR peptide binding to NRP-1, fluorescence polarization; O14786; AID 602438; inhibition, % at 25 µM; 0.85% of 360,000 active;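 active = inhibition or corrected inhibition above about 18%, plus a signal ratio from 0.5 to 1.5, limit read from the data, passing the limit was not always enough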; also: strong numbers were not always called active
# MsrA act: activates bovine MsrA enzyme | purified bovine MsrA, absorbance read-out | activation, % at 10.6 µM | 0.3% of 360,000 active | AID 602163; in the data active = activation above about 7.5%;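 also: 0% = vehicle and 100% = reference activator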
# FAS-TE inh: FAS thioesterase (human) inhibition. P49327. AID 602261. 0.67% of 360,000 active. recombinant FAS-TE, OMFH fluorogenic substrate, fluorescence endpoint. inhibition, % at 15 µM;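 active = compounds whose normalised, plate-corrected inhibition of enzyme fluorescence in the single-dose primary screen is 50% or more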;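 also: 0% = DMSO with enzyme and 100% = substrate without enzyme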
# MsrA inhibitor: bovine MsrA inhibition. purified bovine MsrA, absorbance read-out. inhibition, % at 15.5 µM. 0.75% of 360,000 active. AID 651718; in the data active = inhibition above about 4.5%;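 also: 0% = vehicle wells with enzyme and 100% = reference inhibitor wells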
# Starred values were filed as active, the others as inactive; i = inactive; / = no result given. Compounds as they come; any-hit rate near 4.2%.
entry	smiles	MsrA inhibitor	MsrA act	SKN-1 block	FAS-TE inh	MT1-MMP act inh
1	Cc1ccccc1NC(=O)Cc1nc(COC(=O)COc2cccc(C)c2C)cs1	1.0	1.7	1.0	10.1	-1.2
2	CC(C)(C)c1ccc(C(=O)NNC(=O)c2ccncc2)cc1	2.1	-1.7	10.1	-5.3	-0.1
3	CCC(C)NCC(O)COCc1ccc(Cl)cc1 (configuration not stated)	-0.1	-11.3	-1.0	-5.3	2.0
4	COc1ccc(S(=O)(=O)N(C)c2ccc(C(=O)N3CCOCC3)cc2)cc1OC	0.2	-3.7	-5.4	-4.4	-2.2
5	CC(C)(C)OC(=O)[C@H](Cc1ccccc1)NC(=O)c1[nH]cnc1C(=O)Nc1ccccc1F	0.6	-2.1	-0.1	23.2	-5.6
6	Cc1ccc(CN(c2ccc(C(=O)Nc3ccc4c(c3)OCO4)cc2)S(C)(=O)=O)cc1	0.9	-8.4	-4.7	20.7	-10.1
7	O=C1c2cccc3cccc(c23)C(c2nc3ccccc3[nH]2)N1C1CC1 (configuration not stated)	1.3	-6.0	-4.4	-7.9	2.1
8	COC(=O)C1CCN(C(=O)Cc2ccc(Br)cc2)CC1	-0.7	-0.1	13.1	2.1	-2.0
9	O=C(Nc1ccc2c(c1)OCO2)N1CCCC1	-2.1	5.3	2.6	-8.0	-4.4
10	CCOC(=O)CCCCCC(=O)Nc1ccc2c(c1)CC(=O)N([C@@H](C)CO)C[C@H](C)[C@@H](CN(C)Cc1ccccc1)O2	-0.8	0.5	9.1	-0.8	-0.3
11	O=C(CCCCl)Nc1nc(-c2ccc3c(c2)OCCO3)cs1	0.1	-1.9	14.3	5.4	4.2
12	Cc1cc(C)c2nc(NNC(=O)c3ccc(S(=O)(=O)N4CCCC(C)C4)cc3)sc2c1 (configuration not stated)	0.7	-5.9	0.5	6.7	9.3

entry	eLon inh	Neddylation inh	Rin1 Abl inh	CendR NRP1 mod
1	-37.5	i	0.7	-3.8
2	1.7	i	-2.2	4.9
3	-0.8	i	0.5	-2.7
4	-3.9	i	1.6	-4.3
5	-3.5	i	0.1	10.1
6	-4.0	i	-2.2	-8.2
7	-4.6	i	/	-3.4
8	10.4	i	-3.8	6.0
9	-14.8	i	0.1	4.5
10	-11.8	i	10.4	-12.6
11	15.2	i	0.8	7.3
12	-13.5	i	3.0	-4.2

# Further records:
entry	smiles	MsrA inhibitor	MsrA act	SKN-1 block	FAS-TE inh	MT1-MMP act inh
13	Cc1ccc(NC(=O)CSc2nnc(Cc3csc(C)n3)o2)c(C)c1	1.5	-6.1	-11.1	-6.4	0.3
14	COc1ccc(S(=O)(=O)N[C@@H](C)C(=O)OCC(=O)Nc2cc3oc4ccccc4c3cc2OC)cc1	3.7	-2.5	18.1	26.6	8.3
15	NC1=NC(=O)/C(=C/c2cccc(F)c2)S1	0.7	-2.8	18.6	-4.0	-7.6
16	CC(C)(C)c1ccc(/C=C2\SC(=O)N=C2N)cc1	1.3	-8.1	2.4	-7.5	0.1
17	Cc1cc(S(=O)(=O)N2CCCOC2CNC(=O)C(=O)NCCc2ccco2)ccc1F (configuration not stated)	-0.7	3.1	-18.2	-2.7	-2.4
18	O=C1CCCC/C1=C/Nc1cccc(C(F)(F)F)c1	1.9	-3.8	12.7	7.9	-0.8
19	CS(=O)(=O)N(CC(=O)NN=C1CCCCCC1)c1ccc(Oc2ccccc2)cc1	-0.6	-0.8	14.3	6.7	4.8
20	Cc1ccc(NC(=O)CCC(=O)OCC(=O)c2ccc(Oc3ccc([N+](=O)[O-])cc3)cc2)cc1	2.1	-5.3	15.6	11.9	2.5
21	OC(c1ccccc1)(c1nc(-c2cc(F)cc(F)c2)cs1)C(F)(F)F (configuration not stated)	-0.2	-0.8	31.9	36.9	3.3
22	CCn1c(CC(=O)Nc2ccccc2)nnc1SCC(=O)Nc1ccccc1C(=O)OC	-0.4	0.5	1.5	-0.7	4.4
23	CC1(Cc2ccccc2OC(F)(F)F)C(=O)Nc2c(Cl)ccc(Cl)c21 (configuration not stated)	-0.8	-0.5	0.2	22.0	0.2
24	O=C(N=C1SC2CS(=O)(=O)CC2N1CCc1ccccc1)C1CC1 (configuration not stated)	-0.2	-0.2	12.2	-2.4	-0.7

entry	eLon inh	Neddylation inh	Rin1 Abl inh	CendR NRP1 mod
13	-3.1	i	3.1	4.7
14	-1.7	i	0.5	1.5
15	-3.3	i	-2.7	-6.2
16	-1.5	i	2.7	6.9
17	-8.7	i	0.3	-2.4
18	2.7	i	4.3	-3.1
19	11.1	i	0.6	0.6
20	-1.7	i	-2.0	4.3
21	13.6	i	-1.2	-13.0
22	4.1	i	-0.6	6.4
23	-7.3	i	-5.6	-2.9
24	-3.9	i	-1.3	-7.2

# Next records.
entry	smiles	MsrA inhibitor	MsrA act	SKN-1 block	FAS-TE inh	MT1-MMP act inh
25	Cn1c(SCC(=O)N2CCCCCC2)nnc1-c1ccco1	-0.6	-11.4	-15.9	-2.9	1.6
26	CC(Sc1ccc(Cl)cc1)C(=O)Nc1ccc2c(c1)OCO2 (configuration not stated)	-1.0	-9.5	-4.5	12.8	3.0
27	COc1ccc(CCNC(=O)CCc2ccc(OC)cc2)cc1	-1.3	-3.6	0.2	-6.9	0.4
28	CC(C)(C)OC(=O)N1C(=O)[C@](OC(=O)c2ccccc2)(c2ccccc2)c2cccc(F)c21	-0.2	-2.7	15.4	25.5	0.7
29	CCOC(=O)N1CCN(Cc2nc3c(c(=O)n(C)c(=O)n3C)n2CCCc2ccccc2)CC1	0.8	-2.1	-2.0	3.9	1.9
30	CN(CC(=O)Nc1ccccc1Br)C(=O)c1cc([N+](=O)[O-])ccc1N1CCOCC1	3.7	0.0	17.5	18.2	-5.0
31	CCC1(CC)NC(=O)N(CC(=O)N2CCN(S(=O)(=O)c3cccc(F)c3)CC2)C1=O	-0.7	0.1	7.6	-2.0	-2.0
32	Cn1c(=O)c2c(nc(SCC(=O)c3cccs3)n2Cc2ccc(F)cc2)n(C)c1=O	1.0	-12.2	-1.3	20.4	0.1
33	O=C(CSc1nnc(CNC(=O)c2c(F)cccc2F)o1)c1ccccc1	-1.2	-13.8	-10.8	-7.3	3.1
34	Cc1nnc(SCC(=O)NC2CCCCCC2)n1C	-0.9	-3.1	-3.6	-6.6	-0.7
35	Cc1ccc(C(=O)COC(=O)CCC(=O)Nc2ccccc2Cl)cc1[N+](=O)[O-]	1.1	-3.3	7.3	-12.3	0.2
36	CC(=O)Nc1ccc(S(=O)(=O)Nc2nnc(Cc3ccc(Cl)cc3)s2)cc1	-0.2	-9.3	11.8	-3.3	0.4

entry	eLon inh	Neddylation inh	Rin1 Abl inh	CendR NRP1 mod
25	12.6	i	6.2	0.4
26	2.0	i	0.4	-6.8
27	3.3	i	1.4	12.1
28	4.4	i	/	-4.5
29	5.9	i	2.5	-40.2
30	74.0	i	-3.6	-2.1
31	-6.4	i	0.8	-7.9
32	-2.0	i	2.0	-13.1
33	-0.9	i	6.0	7.0
34	-4.1	i	-1.4	10.3
35	-3.1	i	-2.8	-3.0
36	-16.6	i	1.3	-7.8

# Next records:
entry	smiles	MsrA inhibitor	MsrA act	SKN-1 block	FAS-TE inh	MT1-MMP act inh
37	CCOC(=O)CCC(NC(=O)CCCCCCCCC(=O)NC(CCC(=O)OCC)C(=O)OCC)C(=O)OCC (configuration not stated)	0.9	-1.5	-1.0	-7.5	2.4
38	COc1ccc(Cc2nnc(NC(=O)c3cc(OC)c(OC)c(OC)c3)s2)cc1	-0.2	-6.9	-2.1	4.0	-3.1
39	CCC(NC(=O)c1ccccc1NC(=O)C(C)(C)C)C(=O)N1CCCC1 (configuration not stated)	0.0	-1.1	1.1	-3.8	-0.2
40	Cc1ccc(C(=O)Oc2ccccc2N2C(=O)C3C4CCC(C4)C3C2=O)cc1 (configuration not stated)	-1.2	-2.9	20.7	-2.9	3.3
41	Cc1cccc2cc(/C=N/Nc3ccc(C(=O)O)cc3)c(Cl)nc12	2.6	-2.8	1.2	53.9*	-12.9
42	Cc1cc(Br)c(NC(=O)c2c(-c3c(Cl)cccc3Cl)noc2C)c(Br)c1	0.1	-1.6	0.2	16.1	-0.9
43	CC(C)(C)NC(=O)C(=O)NCc1ccncc1	-1.2	-11.7	3.5	-11.3	2.2
44	Cc1cc(C)cc(NC(=O)c2ccc(S(=O)(=O)C(F)F)cc2)c1	-1.4	-6.2	-12.8	14.5	-3.2
45	O=[N+]([O-])c1ccc(C[n+]2cc(-c3ccccc3)n3c2CCCCC3)cc1	1.9	-0.5	0.2	3.7	0.6
46	O=C(N/N=C(\c1ccccc1)c1ccccn1)c1ccccc1Cl	1.5	-10.5	6.8	-0.2	5.3
47	O=C(c1ccccc1)N1N=C(C(F)(F)F)CC1(O)c1ccccc1O (configuration not stated)	-0.6	-5.7	16.9	6.5	-2.6
48	CCOC(=O)/C(C#N)=C\c1ccc(CC)s1	3.2	-1.8	11.6	0.0	2.5

entry	eLon inh	Neddylation inh	Rin1 Abl inh	CendR NRP1 mod
37	-4.2	i	-1.8	4.8
38	-6.8	i	-2.8	-5.8
39	-4.0	i	-0.6	-2.3
40	-4.3	i	-0.2	-4.5
41	-9.2	/	-2.1	-28.7
42	1.5	i	1.3	7.3
43	-2.4	i	-0.1	-1.7
44	5.6	i	0.1	-3.8
45	-2.2	i	0.0	8.5
46	7.9	i	1.7	-5.1
47	4.2	i	-4.9	-7.4
48	-9.4	i	-0.9	2.4

# Additional results.
entry	smiles	MsrA inhibitor	MsrA act	SKN-1 block	FAS-TE inh	MT1-MMP act inh
49	COc1ccc(-n2c(SCC(=O)c3ccc[nH]3)nnc2-c2ccccc2)cc1	0.1	-8.4	8.2	-5.7	-0.5
50	CC(C)Cn1cnc2c(SCc3ccc(Cl)cc3)nc(N)nc21	-0.6	-1.8	15.7	10.0	-0.3
51	COCCN1C(=O)C(=O)/C(=C(/O)c2ccc(S(=O)(=O)N3CCOCC3)cc2)C1c1ccc(OC)c(OC)c1 (configuration not stated)	1.3	-3.5	-0.3	-2.8	-1.6
52	O=C(O)c1ccc2ncc(NC(=O)c3ccc(F)cc3)c(=O)n2c1	2.8	-5.6	-4.0	-7.5	0.4
53	O=C(Cn1cc([N+](=O)[O-])ccc1=O)Nc1ccc2c(c1)OCO2	0.6	-5.4	-6.9	7.2	-2.1
54	O=C(Nc1ccc(F)cc1)c1ccccc1S(=O)(=O)c1ccccc1[N+](=O)[O-]	0.3	-3.5	7.7	-4.3	4.4
55	COc1ccc(OCCN2CCC(C(=O)NC(c3ccc(OC)cc3)c3ccccn3)CC2)cc1 (configuration not stated)	0.6	-4.3	20.8	-7.3	1.6
56	Cc1ccc(-c2nn(-c3ccc(F)cc3)cc2C(=O)N(C)CC(=O)Nc2ccc(N3CCOCC3)cc2)cc1	-1.0	1.8	32.9	8.8	3.0

entry	eLon inh	Neddylation inh	Rin1 Abl inh	CendR NRP1 mod
49	-1.5	i	-0.9	-11.3
50	-0.2	i	1.0	20.8*
51	-5.2	i	-0.1	8.9
52	-6.6	i	-3.2	-6.0
53	-7.7	i	7.0	13.2
54	-2.8	i	-0.1	-9.4
55	-2.2	i	1.8	1.4
56	2.9	i	-2.9	-3.8

# Ordered by formula weight (falling): part of the list above.
entry	smiles	MsrA inhibitor	MsrA act	SKN-1 block	FAS-TE inh	MT1-MMP act inh
54	O=C(Nc1ccc(F)cc1)c1ccccc1S(=O)(=O)c1ccccc1[N+](=O)[O-]	0.3	-3.5	7.7	-4.3	4.4
49	COc1ccc(-n2c(SCC(=O)c3ccc[nH]3)nnc2-c2ccccc2)cc1	0.1	-8.4	8.2	-5.7	-0.5
50	CC(C)Cn1cnc2c(SCc3ccc(Cl)cc3)nc(N)nc21	-0.6	-1.8	15.7	10.0	-0.3
52	O=C(O)c1ccc2ncc(NC(=O)c3ccc(F)cc3)c(=O)n2c1	2.8	-5.6	-4.0	-7.5	0.4

entry	eLon inh	Neddylation inh	Rin1 Abl inh	CendR NRP1 mod
54	-2.8	i	-0.1	-9.4
49	-1.5	i	-0.9	-11.3
50	-0.2	i	1.0	20.8*
52	-6.6	i	-3.2	-6.0
